Bioassay records as filed in PubChem.
hiPSC survival – enhancers of single-cell hiPSC survival, primary screen, ATPlite luminescence; 100% = ROCK inhibitor wells, 0% = DMSO; survival enhancement, % at 20 µM; hit rate 0.044% among 360,000; in the data active = survival enhancement above about 18%;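 also: cells exposed to compounds for 16 hours before the ATP read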
Peg3 prom inh – Peg3 promoter-driven luciferase inhibitors, primary screen, cell-based, HeLa, luciferase luminescence | HeLa PEG-Prom luciferase reporter, overnight | inhibition, % at 20 µM | hit rate 1.7% among 360,000 | AID 588405, 2011;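 active = inhibition of at least 50% at 20 µM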
NR2E3 ag-1 – NR2E3 agonists in two-hybrid cells, primary screen, cell-based, luminescence, CHO-S, Gal4-NCOR/VP16-NR2E3. Photoreceptor-specific nuclear receptor (Homo sapiens), Q9Y5X4. luciferase. inhibition of corepressor binding, % at 3.98 µM. hit rate 0.35% among 360,000. AID 602229, 2012;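 active = inhibition above the mean of all tested compounds plus 3 SD, cut at about 70% in these data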;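 also: 0% = DMSO with NR2E3 transfected cells and 100% = cells lacking NR2E3 construct; higher means lower luciferase signal from less NR2E3 corepressor binding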
Target sequence (Q9Y5X4 whole entry, looked up, the tested form may be a part): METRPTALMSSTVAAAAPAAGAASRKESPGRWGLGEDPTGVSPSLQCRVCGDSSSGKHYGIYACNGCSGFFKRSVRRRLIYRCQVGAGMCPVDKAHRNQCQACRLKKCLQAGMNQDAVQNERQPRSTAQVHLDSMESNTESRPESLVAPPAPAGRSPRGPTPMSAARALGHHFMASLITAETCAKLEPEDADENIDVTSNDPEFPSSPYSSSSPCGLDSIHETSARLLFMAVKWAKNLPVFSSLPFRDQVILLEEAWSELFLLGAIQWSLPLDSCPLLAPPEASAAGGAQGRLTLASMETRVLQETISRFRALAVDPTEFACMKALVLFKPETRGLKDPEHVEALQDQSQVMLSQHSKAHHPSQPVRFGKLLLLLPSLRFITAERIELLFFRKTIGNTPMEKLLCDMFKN
HIF-2a block – HIF-2a reporter inhibitors, primary screen, luminescence, 786-0 RCC cells | AID 624352, 2012 | 786-0 RCC cells HIF-2a reporter, luciferase luminescence, overnight | hit rate 0.72% among 360,000 | inhibition, % at 18.8 µM;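 active = inhibition of the luminescence signal of 40% or more relative to plate controls, in a single-dose primary screen at 18.75 µM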
CaV13 ICDI inh – Disruptors of the CACNA1D IQ motif to Ca2+-dependent inactivation inhibitor domain association, primary screening, Förster resonance energy transfer in intact living …. HEK cells, CFP/YFP FRET ICDI-IQ, plate reader, 10 min; percent FRET-ratio fall versus neutral wells. AID 743397. inhibition, % at 12.3 µM. hit rate 0.098% among 340,000;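 active = mean replicate inhibition of at least 30% and at least 1% of replicates passing that level; inconclusive = only one of the two criteria is met; inactive = neither criterion is met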;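 also: 0% = median of the neutral control wells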
PDI turbidity – inhibitors of human PDI, primary screen, biochemical, turbidity, single point, plate reader; inhibition, % at 10 µM; Protein disulfide-isomerase (Homo sapiens), P07237; PDI insulin aggregation turbidity, A650, 90 min; hit rate 0.052% among 350,000;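 active = mean inhibition across replicates of 30% or more, whatever share of single replicates reach that level; inconclusive = mean inhibition below 30% while every single replicate reaches 30%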;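 also: absorbance from insulin aggregation driven by PDI reduction with DTT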
Target sequence (P07237 whole entry, looked up): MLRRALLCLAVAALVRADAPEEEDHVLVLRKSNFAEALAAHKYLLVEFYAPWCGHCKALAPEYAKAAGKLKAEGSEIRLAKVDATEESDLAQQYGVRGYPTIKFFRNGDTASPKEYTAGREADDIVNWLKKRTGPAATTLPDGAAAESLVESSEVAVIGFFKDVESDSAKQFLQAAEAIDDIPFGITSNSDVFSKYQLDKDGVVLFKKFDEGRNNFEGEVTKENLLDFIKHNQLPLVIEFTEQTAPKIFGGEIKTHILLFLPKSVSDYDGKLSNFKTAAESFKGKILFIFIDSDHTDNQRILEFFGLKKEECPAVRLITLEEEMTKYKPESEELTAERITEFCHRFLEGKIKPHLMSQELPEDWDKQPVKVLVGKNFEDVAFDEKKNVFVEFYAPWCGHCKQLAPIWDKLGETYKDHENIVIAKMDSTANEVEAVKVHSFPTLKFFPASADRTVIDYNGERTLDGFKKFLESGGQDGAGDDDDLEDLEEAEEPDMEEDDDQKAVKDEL
NR2E3 ag-2 – inhibitors of NR2E3-RetCOR corepressor binding, primary screen, NR2E3 agonist project, biochemical, TR-FRET, GST-NR2E3, biotin-RetCOR | Photoreceptor-specific nuclear receptor (Homo sapiens), Q9Y5X4 | 1536-well | inhibition of corepressor binding, % at 4.78 µM | hit rate 0.12% among 320,000 | AID 2300, 2010;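 active = percent inhibition above the cutoff of mean plus 3 SD of all tested compounds, set per screening campaign, cut at about 20% in these data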;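 also: 0% = DMSO wells and 100% = biotin wells as full block of FRET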
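Material: NR2E3–RetCOR corepressor complex | Quantity: 1.35 nM GST-tagged NR2E3 final | Schedule: 5 h at 4 °C | Replication: Singlicate compound wells | Reagent: RetCOR corepressor, biotinylated, 7 nM | Controls: Biotin wells as high control, 0.6% DMSO wells as low control | Signal: TR-FRET, Eu(K)-anti-GST donor, streptavidin-D2 acceptor, ex 340, em 617/671 nm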
Vif inh – HIV Vif self-association inhibitors, primary screen, imaging, HEK293T, single point | inhibition, % at 7.49 µM | HEK293T cells, Vif self-association by quenched fluorescence, 24 h | AID 602346, 2012 | hit rate 0.35% among 340,000; in the data active = inhibition above about 50%, passing the limit was not always enough; inconclusive = no clear call, values can overlap the other calls; inactive = below about 31%; also: some results filed as inactive read as strong as hits
TRPM1 prom inh – inhibitors of MITF-dependent TRPM1 promoter reporter, primary screen, cell-based, SK-MEL-5, single point, luciferase; inhibition, % at 12.5 µM; SK-MEL-5 TRPM1 promoter luciferase, 24 h; hit rate 0.83% among 330,000;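 active = mean inhibition across replicates of 60% or more, whatever share of single replicates reaches that level; inconclusive = some that reach 60%, reason not given; inactive = mean inhibition across replicates below 60%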; also: values of inactives mirror those of a sister screen read the other way
aDG glyco act – activators of alpha-DG glycosylation, primary screen, uHTS, Pro5-aDG cells, AlphaScreen | AID 624168, 2012 | activation, % at 10 µM | hit rate 0.22% among 360,000 | alpha-DG glycosylation AlphaScreen (IIH6); 0% Pro5, 100% B10-LARGE cell signal;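 active = activation of at least 8% versus controls, or a plate z-score of at least 8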;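 also: Pro5 are CHO cells carrying HIG-tagged alpha-DG that lacks glycosylation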
Exocytosis inh – LAMP-1 surface exposure blockers, TALL-104 cells – cell-based, flow cytometry, MLPCN library, primary screen; TALL-104 LAMP-1 surface exposure; cells stimulated with thapsigargin and PMA; hit rate 0.66% among 360,000; inhibition, % at 10 µM;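 active = inhibition above about 55%, limit read from the data; inconclusive = no clear call, values can overlap the other calls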
Starred values were filed as active, the others as inactive; ? = inconclusive; · = no result given. The order is random; 3.5% or so of the library scored in one or more.

SMILES	hiPSC survival	Peg3 prom inh	NR2E3 ag-1	HIF-2a block	CaV13 ICDI inh	PDI turbidity	NR2E3 ag-2	Vif inh	TRPM1 prom inh	aDG glyco act	Exocytosis inh
O=C(Nc1ccnn1C1CCN(Cc2ccc(O)c(Cl)c2)CC1)C1CCCC1	1.1	10	-16	2	·	0	0	10	8	0.0	2
CC(C)(C)C(=O)/C(=C/c1ccc(Cl)cc1)n1cncn1	-0.5	105*	-5	93*	-2	3	·	-2	94*	-0.3	9
CC1CCN(S(=O)(=O)c2ccc3c(c2)CC(C)N3C(=O)C2CCC2)CC1 (stereo unspecified)	0.3	6	1	10	-15	5	-2	4	-1	0.5	-2
CCSc1cc(N2CCCC2)nc(-c2ccccc2)n1	2.8	4	-3	3	·	3	3	·	-3	0.1	1
CC(c1ccco1)N(C(=O)c1ccc(C(F)(F)F)cc1)c1ccccn1 (stereo unspecified)	0.2	-2	-13	-10	9	0	-1	13	-15	-0.1	1
O=C(Nc1sc2c(c1C(=O)O)CCCCC2)c1ccccc1	1.6	-215	-38	-247	1	-1	4	-2	-56	1.6	-13
Cc1ccc(C(c2ccc(C)o2)c2cccc([N+](=O)[O-])c2O)o1	-1.6	21	-18	15	-3	-14	-1	5	-13	0.1	8
O=C(Nc1ccc(Oc2cccnc2)cc1)C1CCN(Cc2cc(Cl)ccc2O)CC1	-0.4	16	-3	14	-12	4	-1	-9	29	1.3	36
O=C(Nc1ccc2c(c1)S(=O)(=O)N=C1CCCCCN12)c1ccccc1Cl	-0.8	-2	-25	8	-6	5	-3	0	7	-0.2	-3
O=C(NCc1cccs1)c1ccccc1C(=O)NCc1cccs1	-2.2	6	8	12	-4	-5	-5	0	-13	-0.1	-2
O=C(COC(=O)c1cc[n+]([O-])cc1)Nc1cccc(Br)c1	-0.3	2	17	13	-6	-2	·	23	7	0.2	-3
O=C(Nc1cccc(S(=O)(=O)N2CCOCC2)c1)C1=NN(c2ccccc2)C(=O)CC1	0.0	15	-18	8	-15	6	3	4	8	0.0	2
COc1ccccc1-c1nnc(Nc2nc3c(OC)cccc3s2)o1	-3.5	-31	74*	-78	1	-2	18	?	29	-0.5	-1
O=C(Cn1cc(C(F)(F)F)cc(Cl)c1=O)Nc1cc(S(=O)(=O)N2CCOCC2)ccc1Cl	4.3	9	1	12	-3	18	-1	-8	-2	0.3	-2
CC(CCCN(C)C)C(Cc1ccccc1)c1ccccc1 (stereo unspecified)	-0.6	15	-13	2	-20	6	0	-5	·	0.2	40
CN(C)C1N(C(=O)c2ccccc2)N=C2c3ccccc3S(=O)(=O)N21 (stereo unspecified)	0.6	5	-32	11	-2	-1	-1	-6	11	-0.1	-2
Cc1cccc(N2CCN(CC(O)COc3ccccc3)CC2)c1 (stereo unspecified)	-2.4	12	10	4	-6	-4	·	3	0	0.1	2
CCOc1cc(C(=O)N2CCC3(CC2)NCCc2[nH]cnc23)cc(OCC)c1OCC	-0.1	-21	-13	12	-3	-3	2	4	3	1.4	5
CC(O)CNc1ccc(-c2nn(C)c(=O)c3ccccc23)cc1[N+](=O)[O-] (stereo unspecified)	-1.1	10	-5	9	-5	-4	5	3	6	-0.3	-1
Cc1ccc(S(=O)(=O)Oc2ccccc2/C=C2\SC(=O)NC2=O)cc1	-0.2	21	-8	25	-15	2	8	-6	19	-0.6	11
CC1(Oc2ccc(-n3ccnc3)cc2)CCN(Cc2cccn2-c2nccs2)C1 (stereo unspecified)	2.4	9	-12	21	-4	-2	·	-2	·	0.4	6
CC(=O)NCc1ccc2[nH]c(C)cc2c1	1.1	-7	3	-1	-9	·	1	-2	·	-0.1	7
COCCN(C(=O)c1csnn1)C(C(=O)NC1CCCC1)c1ccc(C)cc1 (stereo unspecified)	-0.3	8	-14	2	-3	-1	2	6	-3	-0.2	1
CCOC(=O)c1c2ccccc2[n+]([O-])n1[C@@H](C)C(N)=O	0.1	19	-25	4	-10	5	-1	·	-1	0.4	0
O=S(=O)(c1cccc2nsnc12)N1CCCCC1	0.6	13	8	5	-2	4	-3	-17	0	0.3	-10
CCN(CC)S(=O)(=O)c1cc(Br)c(C)cc1OC	2.4	22	-80	13	-7	-3	0	-10	3	-0.1	-1
Fc1cnc(N2CCOCC2)nc1NCc1ccccc1	-2.1	6	-18	4	-8	-10	9	2	9	0.1	-3
CCOc1ccc2nc(SCc3ccc(C(=O)OC)o3)[nH]c2c1	-1.4	-75	-20	12	-5	18	1	-11	3	0.2	-1
COc1ccc(C(=O)NNC(=O)C(NC(=O)c2cc(OC)cc(OC)c2)C(C)C)cc1 (stereo unspecified)	-0.5	7	-29	3	-2	-3	0	7	2	-0.1	1
CCn1c(SCC(=O)Nc2cc(C)ccc2C)nnc1-c1cnccn1	-2.6	20	9	7	-5	-6	-4	5	8	1.0	7

Next part; it opens with the seven that closed the last part.
SMILES	hiPSC survival	Peg3 prom inh	NR2E3 ag-1	HIF-2a block	CaV13 ICDI inh	PDI turbidity	NR2E3 ag-2	Vif inh	TRPM1 prom inh	aDG glyco act	Exocytosis inh
CCOC(=O)c1c2ccccc2[n+]([O-])n1[C@@H](C)C(N)=O	0.1	19	-25	4	-10	5	-1	·	-1	0.4	0
O=S(=O)(c1cccc2nsnc12)N1CCCCC1	0.6	13	8	5	-2	4	-3	-17	0	0.3	-10
CCN(CC)S(=O)(=O)c1cc(Br)c(C)cc1OC	2.4	22	-80	13	-7	-3	0	-10	3	-0.1	-1
Fc1cnc(N2CCOCC2)nc1NCc1ccccc1	-2.1	6	-18	4	-8	-10	9	2	9	0.1	-3
CCOc1ccc2nc(SCc3ccc(C(=O)OC)o3)[nH]c2c1	-1.4	-75	-20	12	-5	18	1	-11	3	0.2	-1
COc1ccc(C(=O)NNC(=O)C(NC(=O)c2cc(OC)cc(OC)c2)C(C)C)cc1 (stereo unspecified)	-0.5	7	-29	3	-2	-3	0	7	2	-0.1	1
CCn1c(SCC(=O)Nc2cc(C)ccc2C)nnc1-c1cnccn1	-2.6	20	9	7	-5	-6	-4	5	8	1.0	7
O=C(NCc1cccc(Cl)c1)c1cc(=O)[nH]c2ccccc12	0.2	1	-13	9	-5	-1	0	-3	12	-0.1	3
Cc1ccc(S(=O)(=O)NCCC(=O)NCC(c2ccc(F)cc2)N2CCOCC2)cc1 (stereo unspecified)	1.3	-14	6	-4	-2	-1	3	0	7	0.4	2
CC(C)C1Nc2ccc(C(=O)NC3CCCCC3)cc2NC1=O (stereo unspecified)	-0.5	-4	2	3	·	-9	-1	16	-11	-0.1	5
O=C(Cn1nnc(-c2ccc(Cl)cc2)n1)N1CCN(C(=O)c2ccco2)CC1	0.7	10	-5	16	-2	-46	-2	2	3	0.1	2
CSc1nc(-c2ccco2)nn1C(=O)c1ccccc1	2.2	-4	-11	13	·	0	2	-6	7	-0.2	0
Cc1cc(C)cc(-n2cnc3cc(C(=O)O)ccc32)c1	0.6	7	-4	15	·	1	4	-4	-1	-0.1	-3
Cc1cccc(-n2c(SCC(=O)c3c(N)n(C4CC4)c(=O)[nH]c3=O)nnc2N2CCOCC2)c1	0.0	-5	5	15	-3	-4	2	-10	-4	-0.1	-3
CCN(CC)c1ccc(/C=N/NC(=S)NCc2ccc(OC)cc2)cc1	-0.6	-19	-6	-32	-3	1	4	1	-1	0.3	0
Cc1ccc(S(=O)(=O)N2CCOCC2)cc1C(=O)Nc1nc2ccccc2[nH]1	-0.1	-45	-31	-83	-18	-6	-2	-19	-17	-0.2	-1
CC1(C)Cc2cccc(OCC(=O)OCC(=O)Nc3cccc(S(N)(=O)=O)c3)c2O1	0.6	3	-14	12	3	0	4	-4	-3	-0.1	2
O=C(NCCCN1CCCC1)[C@H](CSCc1ccccc1)N1Cc2ccccc2C1=O	-0.3	-6	19	5	-6	2	2	10	1	0.0	2
COc1ccc(NC(=O)c2cc([N+](=O)[O-])ccc2O)cc1	-4.7	83*	31	71*	-6	3	-1	1	84*	0.4	-1
COc1cc(C=O)ccc1OC(=O)N1CCOCC1	-0.6	13	14	16	-1	3	-3	-2	-2	-0.1	2
O=C(Nc1ccc2ccccc2c1)c1cn(-c2ccccc2)nc1-c1cccs1	-1.6	-58	-2	-133	-4	5	0	-29	-2	0.5	-6
Cc1[nH]c2ccccc2c1C(=O)CSc1nc2cc(S(=O)(=O)N3CCCCC3)ccc2o1	-2.1	27	0	8	-5	-2	1	·	21	0.6	5
O=c1c2cc(-c3ccccc3)sc2ncn1/N=C/c1ccco1	8.5	-278	-50	-281	-5	12	3	-1	-64	0.0	1
CN(Cc1ccc(Cl)cc1Cl)C(=O)CCNC(=O)c1ccco1	0.4	4	2	3	-6	-5	0	-5	0	1.9	2
CCOc1ccc(N(CC(=O)NC2CCCCC2C)S(=O)(=O)c2c(C)noc2C)cc1 (stereo unspecified)	-0.4	7	-26	6	-2	-5	3	-2	-19	0.2	17
COc1ccc(C(C(=O)NCC2CCCO2)N(Cc2cccs2)C(=O)c2snc(C(N)=O)c2N)cc1 (stereo unspecified)	0.2	51*	-3	2	-4	7	7	10	10	-0.3	7
COc1cc(OC)cc(-c2c(-c3cccs3)c3cc(-c4cnc(N)nc4)ccc3n2C)c1	7.4	19	-18	13	-10	-2	·	-5	-7	0.4	-5
C=CC(COCc1ccccc1)N(CC(=O)OC)S(=O)(=O)c1cc(Br)ccc1OC (stereo unspecified)	-0.4	32	3	12	-10	12	·	-4	13	0.5	8
